LANA DNA inh – inhibitors of KSHV C-LANA binding to DNA, primary screen, biochemical, fluorescence polarization, FAM-LBS DNA, MBP-C-LANA, single point. Kaposi's sarcoma herpesvirus LANA C-terminal domain (residues 932-1162) DNA binding. inhibition, % at 9 µM. 340,000 tested, 0.078% active. AID 504423, 2011;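 active = highest replicate inhibition at or above 60% at 9 µM, even if other replicates fall short; inactive = all replicates below 60% inhibition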;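 note: 0% = neutral control wells and 100% = 4 µM acridine orange control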
DAGLB inh – DAGLB lipase inhibitors, primary screen, biochemical, fluorescence, HTS. HEK293T DAGLB membrane lysate, EnzChek fluorogenic substrate. inhibition, % at 5.17 µM. 340,000 tested, 0.059% active. AID 504411, 2011; in the data active = inhibition above about 34%;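 note: 0% = enzyme with vehicle and 100% = wells lacking enzyme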
PvdQ inh – P. aeruginosa PvdQ acylase inhibitors, primary screen, biochemical, fluorescence, plate reader and imaging, single point | purified PvdQ acylase | PvdQ acylase [Pseudomonas aeruginosa LESB58] | 340,000 tested, 0.063% active | AID 488965, 2010 | inhibition, % at 10 µM; in the data active = inhibition above about 30%, passing the limit was not always enough;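 note: 0% = vehicle neutral wells and 100% = reference inhibitor wells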
SR-BI HDL uptake – inhibitors of SR-BI mediated HDL lipid uptake, primary screen, ldlA[mSR-BI] cells, fluorescence, single point | Scavenger receptor class B member 1 (Mus musculus), Q61009 | ldlA[mSR-BI] CHO cells, DiI-HDL uptake fluorescence, 3 h | inhibition, % at 12.5 µM | 320,000 tested, 0.96% active | AID 488896, 2010;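 active = mean replicate inhibition of at least 70% and a set share of replicates each scoring 70 or more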;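 note: 0% = median of neutral control wells and 100% = median of positive control wells; values of inactives mirror those of a sister screen read the other way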
Target sequence (Q61009 whole entry, looked up): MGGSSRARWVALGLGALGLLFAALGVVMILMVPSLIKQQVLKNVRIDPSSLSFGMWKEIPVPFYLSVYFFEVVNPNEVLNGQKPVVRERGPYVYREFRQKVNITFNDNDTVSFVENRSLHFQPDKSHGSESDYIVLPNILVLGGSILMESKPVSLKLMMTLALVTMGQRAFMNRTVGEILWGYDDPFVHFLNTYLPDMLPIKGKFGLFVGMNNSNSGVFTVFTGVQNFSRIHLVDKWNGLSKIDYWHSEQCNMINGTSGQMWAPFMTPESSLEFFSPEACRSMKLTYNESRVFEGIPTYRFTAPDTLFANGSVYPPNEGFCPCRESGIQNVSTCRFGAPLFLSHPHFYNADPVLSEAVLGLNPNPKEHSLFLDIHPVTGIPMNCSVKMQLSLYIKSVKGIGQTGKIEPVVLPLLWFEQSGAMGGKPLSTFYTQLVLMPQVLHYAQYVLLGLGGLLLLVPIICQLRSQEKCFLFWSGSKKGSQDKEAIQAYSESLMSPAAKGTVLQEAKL
SR-BI DiI-HDL act – activators of SR-BI mediated DiI-HDL uptake, primary screen, ldlA[mSR-BI] CHO cells, DiI fluorescence | 3 h; 100 = double the neutral-control signal | 320,000 tested, 0.096% active | activation, % at 12.5 µM;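 active = mean replicate activation of at least 60% and every replicate at or above 60%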;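 note: 0% = median plate neutral-control signal and 100% = twice that signal; values of inactives mirror those of a sister screen read the other way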
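material = CHO ldlA[mSR-BI] cells | medium = Ham's F12 with 0.5% BSA, HEPES 25 mM, pH 7.4 | reagent = fluorescent DiI-HDL, 10 µg/mL final | compound dosing = single-point compound dose | incubation = 3 h, 37 °C | measured by = bottom-read fluorescence, 550/595 nm | measure = HDL uptake via cellular fluorescence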
RTF Ca sens inh – cardiac RTF calcium sensitivity inhibitors, primary screen, biochemical, IANBD-TnC fluorescence, EC70 calcium; Troponin I, cardiac muscle (Homo sapiens) + Troponin T, cardiac muscle (Homo sapiens) + …; IANBD-labeled cardiac RTF, Ca2+ fluorescence; inhibition, % at 7.15 µM; 340,000 tested, 0.12% active;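 active = inhibition above the mean inhibition of all tested compounds plus 3 SD, cut at about 17% in these data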;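 note: assay run at fixed EC70 calcium of 1.6 mM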
NSD2 inh – NSD2 histone methyltransferase inhibitors, primary screen, biochemical, AlphaScreen, single concentration, set 2; Histone-lysine N-methyltransferase NSD2 (Homo sapiens), O96028; NSD2 peptide methylation, 120 min; inhibition, % at 12.5 µM; 310,000 tested, 0.54% active; AID 743445, 2014; in the data active = inhibition above about 50%
PKA-R2B activ – activators of PKA-R2B holoenzyme, primary screen, biochemical, fluorescence polarization, Cy5-IP20, human; 340,000 tested, 0.079% active; PKA-R2B holoenzyme dissociation; R2B truncated from residue 108, S112A mutant; 0% DMSO only, 100% 113 µM cGMP; cAMP-dependent protein kinase catalytic subunit beta (Homo sapiens) + cAMP-dependent …; activation, % at 11.4 µM; AID 504700, 2011;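 active = activation above a cutoff set at the mean over all compounds plus 3 SD, cut at about 18% in these data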;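 note: higher means more holoenzyme dissociation and a rise in polarization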
Keap1 Nrf2 FP – Keap1-Nrf2 protein-protein interaction inhibitors, primary screen, biochemical, fluorescence polarization, single point. AID 504523, 2011. Kelch-like ECH-associated protein 1 (Homo sapiens), Q14145. inhibition, % at 9.4 µM. 340,000 tested, 0.15% active. Keap1 Kelch-Nrf2 peptide fluorescence polarization, 1536-well; in the data active = inhibition above about 12%;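 note: human Keap1 Kelch domain with fluorescein labeled Nrf2 9mer peptide probe; 0% = neutral control wells and 100% = peptide positive control; higher means more block of Keap1 binding to Nrf2 peptide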
Target sequence (Q14145 whole entry, looked up, the tested form may be a part): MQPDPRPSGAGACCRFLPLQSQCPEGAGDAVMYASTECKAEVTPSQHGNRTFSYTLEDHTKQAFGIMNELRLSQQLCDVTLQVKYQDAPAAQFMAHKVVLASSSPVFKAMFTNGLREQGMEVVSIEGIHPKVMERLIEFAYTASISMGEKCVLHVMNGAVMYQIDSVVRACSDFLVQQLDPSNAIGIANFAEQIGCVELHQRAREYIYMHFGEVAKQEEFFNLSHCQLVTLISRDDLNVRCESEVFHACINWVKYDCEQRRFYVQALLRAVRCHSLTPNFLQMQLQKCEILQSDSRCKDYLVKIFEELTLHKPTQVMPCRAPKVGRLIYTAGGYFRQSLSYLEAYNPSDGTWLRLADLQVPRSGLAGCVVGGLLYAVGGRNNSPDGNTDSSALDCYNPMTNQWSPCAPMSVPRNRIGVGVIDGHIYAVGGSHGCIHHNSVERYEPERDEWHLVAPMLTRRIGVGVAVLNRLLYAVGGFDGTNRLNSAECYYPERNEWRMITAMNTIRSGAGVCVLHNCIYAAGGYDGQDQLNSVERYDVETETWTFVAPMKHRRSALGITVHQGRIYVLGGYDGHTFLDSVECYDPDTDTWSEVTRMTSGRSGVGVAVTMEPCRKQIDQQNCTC
Arrestin-AP2 inh – inhibitors of beta-arrestin/AP2 binding, primary screen, biochemical, GPCR trafficking, flow cytometry. beta-arrestin 1 C-terminal peptide binding to AP2 beta2-adaptin appendage (human). FITC-arrestin peptide / GST-AP2 beads; AP2 beta2 appendage carries R879A mutation. inhibition, % at 10 µM. 340,000 tested, 0.31% active. AID 504490, 2011;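 active = inhibition above a set limit, near 3 SD of compounds lacking own fluorescence, cut at about 54% in these data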;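 note: plate controls were DMSO wells for no effect and 5 µM unlabelled arrestin peptide for full effect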
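Test system: GST-tagged AP2 beta2-adaptin appendage (R879A) on 4 µm glutathione beads; also added: fluorescein-tagged arrestin peptide at 50 nM final; timing: 12 min plus 1 h, RT; signal: flow cytometry, FL1 (488/535 nm); read-out: percent drop in bead-associated FITC signal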
* hit, by the source's call; / = not tested or not shown; & = joins results of further samples. Some of the compounds tested, so the mix of outcomes need not match the whole.

SMILES	LANA DNA inh	DAGLB inh	PvdQ inh	SR-BI HDL uptake	SR-BI DiI-HDL act	RTF Ca sens inh	NSD2 inh	PKA-R2B activ	Keap1 Nrf2 FP	Arrestin-AP2 inh
C=CCN1C(=O)NC(=O)/C(=C/c2cccn2C)C1=O	0.3	-4	-3	-9	9	-25	5	-14	-4	-4
CCC(=NCCCN(C)C)c1c(O)n(-c2ccc(OC)cc2)c(=O)[nH]c1=O	-0.7	2	-13	-11	11	-4	4	-2	-5	12
O=c1c2ccccc2nc(Cc2ccccc2)n1-c1ccc(O)cc1	-0.1	-3	8	6	-6	-6	2	0	5	13
C[C@@H](N)Cc1cnc[nH]1	-2.8	1	-14	-10	10	4	/	12	-4	-5
CCOC(=O)N(c1ccccc1)P1(=S)OCCO1	-1.0	-2	-28	7	-7	-1	1	-4	4	-9
CCN(CCNc1ccc([N+](=O)[O-])c2cccnc12)S(=O)(=O)c1ccc(Cl)cc1	-1.1	-3	-12	5	-5	-5	-4	-1	0	-1
O=C(O)C1C2c3ccccc3C(=O)C1(C(=O)O)c1ccccc12 (stereo unspecified)	-0.1	2	-9	-8	8	-7	-2	-5	-4	-1
O=C(c1cc(F)ccc1F)C1CCCN(Cc2cc(Cl)ccc2O)C1 (stereo unspecified)	0.8	-9	-8	2	-2	-7	-3	7	1	0
CN(C)C1(CNC(=O)Nc2ccc(Cl)c(Cl)c2)CCCCC1	1.7	-1	3	4	-4	8	-3	-7	-2	22
CC(C)c1ccc(C2NCc3ccccc3-n3cccc32)cc1 (stereo unspecified)	2.9	-4	-2	21	-21	-4	7	1	6	-4
CCOc1ccc(Cl)cc1CNCCc1ccc(F)cc1	0.1	-2	-15	/	/	0	-7	2	0	17
C=CCn1cc(C=C2C(=O)NC(=O)NC2=O)c2ccccc21	6.7	2	3	-7	7	2	2	-1	6	-7
Cc1ccc(C2C(S(C)(=O)=O)=C(O)C(=O)N2c2ccccc2)cc1 (stereo unspecified) (tested in a mixture with another compound)	-1.7	5	-6	/	/	3	0	-2	-2	6
CC1=C(C(=O)O)N2C(=O)C(NC(=O)CCCC(=O)O)C2SC1 (stereo unspecified)	-1.4	0	-2	-38	38	-5	1	-13	4	-1
C#C[C@@]1(O)CCC2C3CCC4=C/C(=N/OCC(=O)NC(C(=O)NC(CC(C)C)C(=O)O)C(C)C)CC[C@]4(C)C3CC[C@@]21C (stereo partly specified)	0.1	4	-18	-11	11	-7	-1	1	-6	-1
Cc1nn(Cc2ccccc2)c(C)c1C(=O)NC1CCCc2ccccc21 (stereo unspecified)	-3.1	0	4	16	-16	-14	-2	-16	2	1
COc1c(C)cc(C(=O)C2CCCN(C3CCOCC3)C2)cc1C (stereo unspecified)	-1.5	0	-10	2	-2	-10	1	-3	-2	-13
COc1ccccc1OP(=O)(Nc1cccnc1)Oc1ccccc1OC	-0.1	1	1	-3	3	-2	0	-9	-4	/
c1ccc2c(CN3CCCCCC3)c[nH]c2c1	-0.5	0	1	-3	3	6	-2	-10	-2	18
NC(Cc1ccccc1)c1nn[nH]n1 (stereo unspecified)	2.3	-1	-10	6	-6	-10	-2	-5	-2	4
CNC(=O)Oc1ccc2c(c1)C(=O)c1ccccc1CO2	14	-1	-5	14	-14	-18	-4	4	8	-7
O=C(CCS(=O)(=O)c1ccc(Br)cc1)N1CCC2(CC1)OCCO2	-1.5	-1	20	-19	19	0	-3	-3	-6	5
CCC12CN3CCN(CC(C3)/C1=N\O)C2	4.2	1	-16	-7	7	-7	-1	-7	4	11
CCC(=NCc1cccnc1)c1c(O)n(-c2ccc(C)cc2)c(=O)[nH]c1=O	-4.8	-1	-6	-2	2	-6	-2	5	-2	-4
C#CCOc1cc(C2C3=C(COC3=O)Nc3cc4c(cc32)OCO4)ccc1OC (stereo unspecified)	0.9	1	3	7	-7	-2	/	-3	-1	4

An excerpt from above with just RTF Ca sens inh, SR-BI DiI-HDL act and Keap1 Nrf2 FP.
compound	RTF Ca sens inh	SR-BI DiI-HDL act	Keap1 Nrf2 FP
C#CCOc1cc(C2C3=C(COC3=O)Nc3cc4c(cc32)OCO4)ccc1OC (stereo unspecified)	-2	-7	-1
O=C(CCS(=O)(=O)c1ccc(Br)cc1)N1CCC2(CC1)OCCO2	0	19	-6
COc1c(C)cc(C(=O)C2CCCN(C3CCOCC3)C2)cc1C (stereo unspecified)	-10	-2	-2

Other entries follow:
SMILES	LANA DNA inh	DAGLB inh	PvdQ inh	SR-BI HDL uptake	SR-BI DiI-HDL act	RTF Ca sens inh	NSD2 inh	PKA-R2B activ	Keap1 Nrf2 FP	Arrestin-AP2 inh
Cc1nc2ccc(Cl)cc2c(=O)n1-c1ccccc1Cl	-0.5	-3	-15	-11	11	-5	-11	2	-2	2
CC1N=C(c2ccccc2)c2cc(Br)ccc2NC1=O (stereo unspecified)	3.1	-2	-15	10	-10	1	-3	13	-3	1
Cc1cc(OCC(=O)NCC2CCC(C(=O)O)CC2)c2c3c(c(=O)oc2c1)CCC3 (stereo unspecified)	0.1	-1	12	7	-7	5	/	3	0	21
CC[N+]12CCC(CC1)C(=C(c1ccccc1)c1ccccc1)C2	-0.8	-1	5	-3	3	14	-2	-12	-3	12
CC(=O)OC1N=C(c2ccccc2Cl)c2cc(Br)ccc2N(C)C1=O (stereo unspecified)	1.2	-2	-2	0	0	4	0	8	-2	3
O=C(N/N=C/c1c(O)n(Cc2ccc(F)cc2)c(=O)[nH]c1=O)c1ccccc1O	-1.0	11	-11	75*	-75	-12	-3	0	-5	2
CCOc1c(Cl)cc(CNC(C)C(O)c2ccccc2)cc1OC (stereo unspecified)	-1.0	0	-1	/	/	-15	-5	5	1	2
Cc1cccc(C(O)(C(=O)O)c2ccccc2)c1 (stereo unspecified)	-4.9	3	-6	-17	17	-8	-1	-8	-3	38
CC12CN3CC(C)(CN(C1)C3c1cccnc1)C2=O (stereo unspecified)	-0.5	2	-13	/	/	4	-1	4	-5	-2
CCC(=NCCCn1ccnc1)c1c(O)n(-c2ccccc2)c(=O)[nH]c1=O	-1.1	0	-12	9	-9	-8	-1	0	-5	-8
CCOc1ccc(N2C(=O)CC(=O)NC2=O)cc1	1.2	2	-15	1	-1	-4	-2	-4	-3	6
CCN1CCN(c2cc(N3CCCC3)c([N+](=O)[O-])cc2F)CC1	0.5	4	8	43	-43	8	35	1	-2	-4
C[C@@H]1CC[C@H]2[C@@H](C)C(=O)O[C@@H]3O[C@@]4(C)CC[C@@H]1[C@]32OO4	1.6	-2	-15	2	-2	-3	/	9	-4	-1
CCOc1ccc(C=C2C(=O)NC(=S)NC2=O)cc1OCC	0.1	-2	2	-13	13	1	3	-5	0	-2
O=C1NC(=O)N(CCC2=CCCCC2)C(=O)/C1=C\c1cccs1	0.8	22	3	-20	20	-12	27	-1	1	55*
COc1ccc(-c2cc(=O)oc3c(C)c(OC(C)C(=O)N4C[C@H]5C[C@@H](C4)c4cccc(=O)n4C5)ccc23)cc1 (stereo partly specified)	1.1	1	17	60	-60	3	/	3	-4	-2
CC(C)c1ccc(O)c(CN2CCN(c3ccccc3)CC2)c1	-0.3	-11	4	5	-5	4	6	-5	3	16
c1ccc2oc(N3CCNCC3)nc2c1	-0.7	-2	-3	17	-17	3	-1	-8	3	-10
Fc1ccc(N2CCN(Cc3cc4c(cc3Br)OCO4)CC2)cc1	-0.1	-10	16	-13	13	6	1	-16	-4	6
N/C(=N\[N+](=O)[O-])N1CCN(C(=O)Oc2ccccc2)CC1	1.6	-2	-12	4	-4	-6	-3	-13	-2	-2
Cc1cccc(N2C(=O)NC(=O)/C(=C\c3ccc4c(c3)CCCN4Cc3ccccc3)C2=O)c1	0.8	6	-10	-17	17	-12	49	8	-11	-2
CC(=O)Nc1ccccc1C(=O)OCc1ccc(F)cc1	-0.4	-4	-15	21	-21	-1	-2	-4	3	3
O=C1CN=C(c2ccc(F)cc2)c2oc3ccccc3c2N1	1.0	-1	-10	25	-25	-6	/	-12	-4	-4
C=C(CC1CC(O)[C@]2(C)OC3CC4OC5C[C@]6(C)O[C@]7(C)CCC8OC9C[C@]%10(C)OC%11C(C)=CC(=O)OC%11CC%10OC9C[C@@H](C)C8OC7CC6O[C@]5(C)C/C=C\C4OC3CC2O1)C(=O)O (stereo partly specified)	2.2	-6	-7	-24	24	2	/	5	-4	13
CN1C(=O)C(=Cc2ccc(Sc3ccccc3)o2)C(=O)N(C)C1=S	1.8	5	-1	/	/	-8	18	-3	-9	-5

Next structures follow:
SMILES	LANA DNA inh	DAGLB inh	PvdQ inh	SR-BI HDL uptake	SR-BI DiI-HDL act	RTF Ca sens inh	NSD2 inh	PKA-R2B activ	Keap1 Nrf2 FP	Arrestin-AP2 inh
CN1C(=O)NC(=O)C2(Cc3ccccc3N3CCOCC32)C1=O (stereo unspecified)	-0.1	-1	4	-35	35	1	6	6	0	32
COC(=NC1CCCC1)C(O)c1c[nH]c2ccccc12 (stereo unspecified)	0.2	0	-9	-19	19	9	-2	-10	-4	-6
C[C@@H]1O[C@@H](O[C@H]2C[C@@H](O)[C@]3(CO)[C@H]4[C@H](O)C[C@]5(C)[C@@H](C6=CC(=O)OC6)CC[C@]5(O)[C@@H]4CC[C@]3(O)C2)[C@H](O)[C@H](O)[C@H]1O	1.0	0	-3&-12	3&-4	-3&4	5	/	-4	-5	1
CCC[N+]12CCC(CC1)C(=C(c1ccccc1)c1ccccc1)C2	1.7	-2	-7	-8	8	1	1	1	-6	7
CC(C)NS(=O)(=O)c1ccc(OCC(=O)N2CCN(C)CC2)cc1	1.5	-3	2	3	-3	0	/	-8	-2	12
O=C(c1cc2cc(F)ccc2[nH]1)N1CCC2(CC1)OCCO2	-0.4	1	4	4	/	-5	10	-3	0	49
c1cncc(CNCCN2CCNCC2)c1	/	-2	5	9	-9	4	0	9	2	9
COC(=O)C1=C(c2ccc(F)cc2OCc2ccccc2)C[C@@H]2CC[C@H]1N2C(=O)NCc1ccc(C)cc1	6.7	-15	5	2	-2	-8	/	-3	5	7

Screens from PubChem BioAssay.
